# Yfh1-depleted yeast = enhancers of respiration in Yfh1-depleted yeast, dose response, Friedreich's ataxia, plus single-dose screen (AID 1465); 220,000 tested, 0.074% active; S. cerevisiae Yfh1-off respiration, WST-1 reduction, 72 h; higher fold induction means a stronger effect; one-dose fold induction at 50 µM; EC50 in µM for titrated hits;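 active = fold induction of absorbance versus untreated yeast above a set limit, then at least 30% activation at any dose in follow-up; inconclusive = repeats straddling the limit, or above it without dose testing; inactive = fold induction below the set limit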;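 note: activators that raise dye reduction in frataxin-depleted yeast; strong numbers were not always called active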
# Ins promoter up = MIN6 insulin promoter up-regulation. MIN6 insulin promoter-GFP reporter, high-content imaging; active compounds read high. z-score at 5 µM. 190,000 tested, 0.3% active. AID 1625;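 active = z-score above 3 at 5 µM with at least 500 cells counted in the well; inconclusive = wells under 500 cells, flagged as cytotoxic or low count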
# WT yeast gro inh = growth inhibition of WT yeast, mitochondrial fusion screen; 190,000 tested, 2.1% active; inhibition, % at 10 µM; AID 1362; mitochondrial fusion phenotypic screen, WT strain; in the data active = inhibition above about 58%; tested in S. cerevisiae
# PMI inhibitors = inhibitors of human PMI, primary screen, biochemical, fluorescence intensity, coupled assay (AID 1209); purified PMI enzyme, coupled fluorescence intensity; higher % means a stronger effect; inhibition, % at 20 µM; hits with a dose series show IC50 in µM; 190,000 tested, 0.42% active;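 note: plate controls were DMSO vehicle for no effect and wells lacking substrate for full effect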
# Dynein cargo inh = dynein cargo transport inhibition. 3617.4 mouse cells, GR-EGFP nuclear translocation imaging; test concentration mostly 20 µM; stimulated with dexamethasone, 1 µM; active compounds read low. z-score, hits read low. 220,000 tested, 0.47% active. AID 1381;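 active = plate z-score of nuclear minus cytoplasmic receptor signal below a set negative limit, without overly bright fluorescence or cell loss, cut at about -3.5 in these data, passing the limit was not always enough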;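 note: z-score of nuclear minus cytoplasmic ring GR-EGFP intensity difference per well; some compounds called inactive have numbers as strong as hits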
#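 Buffer or medium: tet-free medium with charcoal-stripped serum / Also added: dexamethasone agonist, 1.0 µM final, for 30 min / Timing: induction 48 h, compound 1 h, agonist 30 min / Measured by: high-content fluorescence imaging after fixation / Read-out: nuclear-to-cytoplasmic GR-EGFP distribution per well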
# b-catenin transl = alters nuclear translocation of beta-catenin in HeLa cells; immunofluorescence imaging; nuclear translocation activity, % at 5 µM; 190,000 tested, 0.3% active; AID 1665;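 active = nuclear translocation activity above 50% at 5 µM, with a well cell count of 50 or more; inconclusive = wells under 50 cells across six images, flagged as toxic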;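 note: per-cell ratio of nuclear to cytoplasmic median beta-catenin stain intensity; plate controls were DMSO negative control for no effect and GSK-3 inhibitor IX positive control for full effect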
#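 Test system: human HeLa cells, endogenous beta-catenin. Times: 24 h compound exposure, 37°C. Measured by: beta-catenin immunofluorescence imaging with DAPI.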
# MT stabilize HCS = stabilizes microtubules in HeLa cells | AID 2205 | HeLa tubulin immunostaining HCS, 24 h; share of cells brighter than vehicle mean+2SD | 200,000 tested, 0.83% active | % tubulin-high responders, % at 10 µM;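 active = plate Z-score above 3 for both tubulin-high and condensed-nucleus cell shares, with cell loss under 80%, at 10 µM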;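 note: anti alpha tubulin signal scored within the nucleus-defined area of each cell; some results filed as inactive read as strong as hits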
# human PMI inhibitors = human PMI inhibitors, high substrate, primary screen, biochemical, fluorescence intensity, high mannose 6-phosphate (AID 1220) | recombinant PMI enzyme, coupled fluorescence intensity; higher % means a stronger effect | one-dose inhibition, % at 20 µM; IC50 in µM for titrated hits | 190,000 tested, 0.66% active
# Autophagy HCS = modulators of autophagy; MEF GFP-LC3 puncta imaging; test concentration mostly 10 µM; AID 463193; 190,000 tested, 0.98% active; calls only at 10 µM (by protocol);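 active = percentage of spot-positive cells more than 3 SD above its plate mean, without a fluorescence outlier flag or 80% toxicity; inconclusive = no clear call, values can overlap the other calls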;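 note: spot-positive cell cutoff set from DMSO-treated cells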
# WT yeast gro inh mutant strain = further read-out of WT yeast gro inh, marked with its call; inhibition, %; mitochondrial fusion phenotypic screen, mutant strain inhibition
# Dynein cargo inh cytoplasmic EGFP = also measured in Dynein cargo inh; calls as there; z-score; measured here: cytoplasmic GR-EGFP intensity; active compounds read high
# Dynein cargo inh nuclear GR-EGFP = second read-out of Dynein cargo inh, no call of its own (marks repeat the call); z-score; measured here: nuclear GR-EGFP intensity;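 lower value marks the stronger effect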
# Dynein cargo inh cell count = further read-out of Dynein cargo inh, marked with its call; z-score; measured here: cell count per field
# Ins promoter up cell count = further read-out of Ins promoter up, marked with its call; cell count; measured here: cytotoxicity, nuclei count;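 total cells summed across four imaged fields per well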
# b-catenin transl cell count 5 µM = second read-out of b-catenin transl, no call of its own (marks repeat the call); cell count; measured here: cell count, cytotoxicity flag
# MT stabilize HCS Hoechst-high % = second read-out of MT stabilize HCS, no call of its own (marks repeat the call); % Hoechst-high responders; measured here: nuclear condensation Hoechst responders;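 share of cells brighter than vehicle mean plus two SD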
# MT stabilize HCS cytotoxicity % = also measured in MT stabilize HCS; calls as there; toxicity, %; measured here: cytotoxicity by cell density;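 0% = mean cell density of plate MIN control wells and 100% = no cells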
# Autophagy HCS cell loss 18 h = second read-out of Autophagy HCS, no call of its own (marks repeat the call); toxicity, %; measured here: cell loss, nuclei count;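 cell loss after 18 h compound exposure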
# * hit, by the source's call; i = inactive; ? = inconclusive; / = no result given; + = active, no number. Cut-off read from the data, not from the text of the source, unless noted: active = inhibition above about 50%; inactive = the rest. The order is random; about 5% have a hit in one of these screens.
SMILES,Yfh1-depleted yeast,Ins promoter up,Ins promoter up cell count,WT yeast gro inh,WT yeast gro inh mutant strain,PMI inhibitors,Dynein cargo inh,Dynein cargo inh cytoplasmic EGFP,Dynein cargo inh nuclear GR-EGFP,Dynein cargo inh cell count,b-catenin transl,b-catenin transl cell count 5 µM,MT stabilize HCS,MT stabilize HCS Hoechst-high %,MT stabilize HCS cytotoxicity %,human PMI inhibitors,Autophagy HCS,Autophagy HCS cell loss 18 h
CN(C)CCCn1c(SCC(=O)Nc2nc(-c3cccc(Br)c3)cs2)nc2ccccc2c1=O,i,?,/,/,/,/,1.9,0.058,2.3,-2.3,4.9,1272,/,/,/,/,/,/
COc1ccc(NC(=O)c2cc(-c3ccco3)on2)cc1,i,-0.53,1316,11,10,-1%,2.5,-0.23,1.4,-1.2,/,/,3.5,2.1,1.5,-2%,i,-36
COC(=O)c1sc(NC(=O)c2ccc([N+](=O)[O-])o2)c(C#N)c1C,i,-0.15,858,/,/,/,0.14,-0.22,0.51,-0.89,4.0,1199,/,/,/,/,/,/
O=C(CCNS(=O)(=O)c1ccc2c(c1)CCC(=O)N2)Nc1ccc2c(c1)OCCO2,i,-0.63,1466,6,10,-6%,-0.77,-0.13,-0.4,0.88,1.5,1424,4.9,3.0,5.9,-6%,i,0
O=C(Nc1cccc(C(F)(F)F)c1)C1(c2ccccc2)CC1,i,-1,1443,0,-25,9%,0.057,-0.14,-0.11,-0.56,-2.9,1113,1.8,1.4,6.6,-1%,i,10
O=C(Nc1cccc2c1C(=O)NC2=O)c1ccccc1[N+](=O)[O-],i,0.06,1383,/,/,/,1.3,-0.13,0.55,-0.68,-2.4,1203,/,/,/,/,/,/
CCc1nnc(NS(=O)(=O)c2ccc(N3C(=O)C4CC=C(Cl)CC4C3=O)cc2)s1 (stereo unspecified),i,1.1,984,-20,-11,6%,-0.68,-0.063,-0.16,1.4,/,/,1.9,1.4,4.7,1%,i,30
COc1cccc(C(=O)NCc2ccc3c(c2)cc(C)n3C)c1,i,-0.09,1645,11,-9,-3%,1.3,-0.14,0.55,-1,-0.1,1117,3.9,2.6,1.5,3%,i,1
Cc1cccc(C)c1NC(=O)CSC(=O)c1sc2ccccc2c1Cl,i,-0.25,1078,/,/,/,-1.4,-0.19,-0.78,0.83,1.8,1227,/,/,/,/,/,/
O=C1CSC(c2cccc(F)c2)N1c1ccc(O)cc1 (stereo unspecified),i,-0.38,993,-2,-7,7%,1.2,0.0016,0.59,-0.61,0.6,1160,2.3,2.1,7.0,5%,i,4
O=C(Nc1sc2c(c1C(=O)O)CCC2)c1ccco1,i,-1.2,1010,0,19,4%,0.042,-0.29,0.14,1.1,/,/,4.1,1.1,4.2,4%,i,8
COc1ccc(C(C(=O)NC2CCCC2)N(C(=O)c2snc(-c3ccc(F)cc3)c2N)c2ccc(OC)cc2)cc1 (stereo unspecified),i,-1.9,1610,4,2,-6%,0.37,-0.18,-0.19,-0.39,-0.6,1357,2.6,1.8,10,-10%,i,25
CC(C)CCN1CCN(Cc2cnc(N3CCCC3)s2)CC1CCO (stereo unspecified),i,0.84,1475,-1,6,15%,0.39,-0.29,0.37,-0.38,-0.4,942,2.1,1.4,1.8,4%,i,23
Cc1cc(N/N=C2\CC(C)CC(C)(C)C2)nc2ccccc12 (stereo unspecified),i,0.7,1391,76*,59*,0%,-0.81,-0.2,-0.55,1.5,-0.9,1117,1.8,2.8,5.5,13%,i,12
CCOCCc1nnc(NC(=O)CN2C(=O)c3ccccc3C2=O)s1,i,/,/,16,9,-3%,0.099,-0.23,0.38,0.21,/,/,2.8,2.0,2.1,-1%,i,-1
Cc1cc2n(n1)C(c1cccs1)Nc1ccccc1-2 (stereo unspecified),i,-0.52,951,34,17,-1%,1.5,-0.27,1.2,-0.39,-9.8,1256,3.7,2.4,6.0,-2%,i,-1
CCOc1ccc(CCNc2nc3ccccc3n3cnnc23)cc1OCC,i,-0.04,1026,/,/,/,0.066,-0.14,0.22,0.048,1.5,1273,/,/,/,/,/,/
N#CCC(=O)N/N=C/c1ccccc1Cl,i,0.51,1535,-5,-10,16%,0.82,-0.25,0.61,-0.51,-2.7,1060,3.8,1.0,8.6,17%,i,9
CCOC(=O)c1sc(-c2ccc(OC)cc2)cc1N,i,1.1,1116,3,7,19%,-0.26,-0.25,0.15,-0.28,2.3,1134,2.2,0.2,26,15%,i,9
CN(C)S(=O)(=O)c1cccc(NC(=S)Nc2cccc3cnccc23)c1,i,-0.65,1223,/,/,/,1.7,-0.24,0.71,-0.56,1.8,1104,/,/,/,/,/,/
Cc1ccnc(N2CCC(C(=O)NCc3ccc4c(c3)OCO4)CC2)n1,i,-0.38,1202,7,6,0%,-1.7,-0.35,-0.72,0.96,-7.0,1229,5.2,3.7,3.1,0%,i,15
O=C(O)CCCC(=O)NCc1ccccn1,i,0.43,1306,-10,8,14%,0.31,-0.17,0.36,0.91,/,/,3.6,1.2,1.7,6%,i,-3
COCCn1c(=NC(=O)c2ccc(S(=O)(=O)N3CCc4ccccc4C3)cc2)sc2cc(OC)ccc21,i,0.01,1499,-5,-15,-2%,-0.5,-0.086,-0.54,0.78,-1.6,490,1.7,5.3,10,7%,i,-7
Cc1cccc(N2CCN(C3=NC(=O)C(Cc4ccccc4)S3)CC2)c1 (stereo unspecified),i,0.17,1426,8,19,6%,-0.75,-0.2,-0.58,0.71,-1.0,1111,3.3,1.3,7.5,13%,i,-7
Cc1ccc(-n2nnnc2SCn2nnc3ccccc3c2=O)c(C)c1,i,-0.54,1677,10,-13,17%,-0.43,-0.27,0.36,0.88,-0.8,1092,3.1,1.0,5.1,16%,i,-4
# More structures
SMILES,Yfh1-depleted yeast,Ins promoter up,Ins promoter up cell count,WT yeast gro inh,WT yeast gro inh mutant strain,PMI inhibitors,Dynein cargo inh,Dynein cargo inh cytoplasmic EGFP,Dynein cargo inh nuclear GR-EGFP,Dynein cargo inh cell count,b-catenin transl,b-catenin transl cell count 5 µM,MT stabilize HCS,MT stabilize HCS Hoechst-high %,MT stabilize HCS cytotoxicity %,human PMI inhibitors,Autophagy HCS,Autophagy HCS cell loss 18 h
Cc1ccc(C2=C(c3ccc([N+](=O)[O-])cc3)C(=O)OC2)cc1C,i,0.22,1008,26,25,-2%,-1.5,0.59,-0.19,1.5,1.8,1173,4.3,2.3,5.2,-4%,+,24*
COc1ccccc1-n1cnc2c(c1=O)c1nc3ccccc3nc1n2-c1ccc(C)cc1,i,-0.46,1124,29,14,-6%,-0.44,-0.24,-0.23,0.71,-0.5,469,2.4,2.2,9.3,0%,i,11
COc1ccccc1N1CCN(CC(=O)N2N=CCC2c2ccccc2)CC1 (stereo unspecified),i,-0.14,1360,6,-6,-3%,-0.71,-0.22,-0.2,1.6,-1.9,1010,3.3,2.8,8.6,2%,i,-7
O=C(NC1=NCCS1)c1ccc(Cl)c(S(=O)(=O)N2CCCCC2)c1,/,/,/,7,6,10%,-0.31,-0.16,0.52,1,/,/,2.6,1.9,6.9,13%,i,10
COc1ccc(OCC(=O)O/N=C(\N)c2ccc(OC)cc2)cc1,i,0.25,1360,/,/,/,0.95,-0.25,0.43,-1.1,-4.4,1201,/,/,/,/,/,/
O=C(CCC1CCCCC1)Nc1c2c(nn1-c1ccc(F)cc1)CS(=O)(=O)C2,i,0.68,1147,13,14,10%,-0.21,-0.16,-0.062,0.83,-1.4,1467,5.4,4.5,4.8,11%,i,7
O=C(c1ccco1)N1CCN(c2ncnc3sc4c(c23)CCC4)CC1,i,-2.4,996,-2,-22,-21%,-0.066,-0.19,0.056,-0.2,-2.8,851,3.1,2.2,3.2,-24%,i,7
COC(=O)c1c(NC(=O)CSc2nnc(Cn3nnc4ccccc43)n2C)sc(C)c1C,i,-0.48,1270,-2,-17,6%,-0.13,-0.18,0.71,0.22,-6.7,1009,3.1,2.6,4.4,3%,i,-1
Cc1oc(-c2ccc(Cl)cc2)nc1CSCC(=O)NCCCN1CCOCC1,i,0.85,1069,-16,-9,10%,-0.95,-0.34,-0.32,0.72,2.7,868,6.4,3.2,7.3,14%,i,7
CCNC(=O)COC(=O)c1ccc(NS(=O)(=O)c2ccc3c(c2)OCCO3)cc1,i,0.19,1200,3,-4,-3%,1.9,-0.23,1.1,-1.4,0.1,1036,4.3,0.8,1.3,-6%,i,18
CN(c1ccc(C(=O)NCCSCc2c(F)cccc2Cl)cc1)S(C)(=O)=O,i,/,/,-4,-1,-3%,-0.27,-0.15,-0.013,0.6,-1.0,1024,4.4,2.2,5.2,0%,i,-15
N#Cc1nc(COc2ccccc2)oc1N1CCCCCC1,i,-0.38,976,-5,13,11%,0.052,-0.15,0.33,-0.051,/,/,3.9,3.4,12,8%,i,11
Cc1ccsc1/C=C1\CCc2ccccc2C1=O,i,0.22,924,38,35,25%,-1.1,-0.093,-0.38,0.74,/,/,3.2,0.9,3.9,18%,i,-7
c1ccc(-c2cnc(CSc3ncnc4sccc34)o2)cc1,i,-1.2,984,41,17,8%,0.59,-0.27,-0.47,0.84,1.1,1045,1.6,1.1,2.8,4%,i,-1
Cc1nc2cc(NS(=O)(=O)c3cccc(F)c3)ccc2s1,i,0.55,1447,-8,-3,3%,-1.1,-0.34,-0.59,2.1,0.6,1575,2.1,1.8,3.9,2%,i,1

# Screening data: PubChem, several laboratories
